LDHA block: LDHA (human) enzyme inhibition; AID 1347041; activity change, % (values are at about 110 or 230 µM); 0.15% of 480,000 active; P00338; purified LDHA, NADH/diaphorase-resazurin fluorescence; active compounds read low; in the data active means activity change below about -30%; inconclusive means mostly about -25% to -30%;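 further: plate controls were DMSO wells for no effect and wells without enzyme for full effect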
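Remaining NADH was detected by diaphorase (0.133 mg/mL) converting 37 µM resazurin to fluorescent resorufin, read at 0 and 20 minutes. The preceding 5-minute room-temperature reaction used 2 nM LDHA, 0.2 mM sodium pyruvate and 0.06 mM NADH at pH 7.4.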
12-LOX inh: blocks human arachidonate 12S-lipoxygenase | P18054 | purified 12hLO, xylenol orange hydroperoxide absorbance | Potency, µM (top dose mostly 108 µM), for inactives: at the top dose activity change, negative = inhibition, actives largely listed as inhibitors | 1.1% of 580,000 active | AID 1671190; active means well fitted inhibition curve with a large enough effect; inconclusive means small, poorly fitted or top-dose-only effect, or another doubt; inactive means no such curve, though single readings can be large or run the other way; further: potency means the concentration at half of the fitted maximal effect
Target sequence (P18054 whole entry, looked up): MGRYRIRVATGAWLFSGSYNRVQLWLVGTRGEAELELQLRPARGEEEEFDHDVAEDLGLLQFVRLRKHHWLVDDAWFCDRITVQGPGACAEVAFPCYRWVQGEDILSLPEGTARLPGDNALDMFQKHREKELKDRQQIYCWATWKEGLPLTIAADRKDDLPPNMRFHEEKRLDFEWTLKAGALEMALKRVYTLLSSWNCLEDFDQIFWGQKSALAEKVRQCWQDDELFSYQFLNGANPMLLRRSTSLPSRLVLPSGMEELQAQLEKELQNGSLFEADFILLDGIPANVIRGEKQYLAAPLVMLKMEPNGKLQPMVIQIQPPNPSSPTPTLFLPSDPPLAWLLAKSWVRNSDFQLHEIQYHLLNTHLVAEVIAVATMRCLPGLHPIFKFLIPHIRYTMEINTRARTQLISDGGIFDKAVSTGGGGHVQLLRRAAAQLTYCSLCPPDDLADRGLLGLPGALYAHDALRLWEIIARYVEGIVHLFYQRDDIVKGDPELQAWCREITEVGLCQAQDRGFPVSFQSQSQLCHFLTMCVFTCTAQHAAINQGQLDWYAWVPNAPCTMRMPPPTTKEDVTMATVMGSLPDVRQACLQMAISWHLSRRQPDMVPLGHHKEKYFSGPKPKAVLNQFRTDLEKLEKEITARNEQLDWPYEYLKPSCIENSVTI
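Purified human 12hLO (150 nM final) in 25 mM Hepes, 0.01% Triton X-100, pH 7.0 was preincubated 15 min at room temperature with compound. Then 40 uM arachidonic acid was added, 30 min. Hydroperoxide was read by Fe-XO absorbance ratio 573/405 nm.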
* = called active by the depositor; u = inconclusive; [ ] = dose if it differs, or a comment. Unless noted, on the % scale 0 is the no-effect control and ±100 the full control effect. The list is partial (hit frequency here may not be typical).

SMILES	LDHA block	12-LOX inh
O=C(NCC1(N2CCOCC2)CCSC1)Nc1ccc(F)cc1 (configuration not stated)	-3	-2%
COc1cccc(-c2nc3nc(C)cc(C)n3c2NC2CCCC2)c1	-1	21%
CCC1(c2ccc(NC(=O)c3ccc4c(c3)OCO4)cc2)CCC(=O)NC1=O (configuration not stated)	3	-28%
O=C(NCCCOC1CCCCC1)c1cc(=O)c2ccccc2o1	11	-12%
Cc1cc(Cl)ccc1NS(=O)(=O)c1c(C)cc(N2C(=O)CCS2(=O)=O)cc1C	-3	1%
COC(Cn1cc2c(c1-c1ccc(F)cc1)c(=O)n(C)c(=O)n2C)OC	10	3%
CCOc1cccc(-c2cc(C(=O)O)c3ccccc3n2)c1	2	u
CCOc1cc(/C=C2\NC(=O)NC2=O)c(Br)cc1OC	-8	-1%
CN(C)CCNc1c([N+](=O)[O-])cnc2ccc(Br)cc12	-1	-29%
O=C(NC(c1ccccc1)c1ccsc1)C1CCN(Cc2ccc(Cl)c(Cl)c2)CC1 (configuration not stated)	-11	-29%
Cc1ccc(Cl)cc1NC(=O)Cn1c(=O)cc(C(=O)N2CCOCC2)c2ccccc21	0	31%[activator]
Cc1ccccc1C(c1ncccc1C)N(C)C(=O)C1CCN(CCOc2ccc(Cl)cc2Cl)CC1 (configuration not stated)	1	u
Cc1ccc(NC(=O)c2ccc3c(c2)NC(=O)CS3)cc1	8	-33%
C=C1C(C(=O)Nc2ccc(N(C)C)cc2)C1C(=O)Nc1ccc(N(C)C)cc1 (configuration not stated)	3	u
CC(=O)c1ccc(N2CCN(C(=O)Nc3cccc(Cl)c3)CC2)cc1	-2	40%[activator]
COc1cc(C)c(Cl)cc1S(=O)(=O)N1CCC(C(N)=O)CC1	-2	20%
CC(=O)C(=Cc1cccc(C#N)c1)C(=O)c1ccccc1	1	-29%
CCS(=O)(=O)N1CCC(NC(=O)c2cccc(NC(=O)c3cccs3)c2)CC1	2	5%
CC(C)S(=O)(=O)N1CCCC(c2cc(C(=O)NCc3cccnc3)no2)C1 (configuration not stated)	-3	-5%
Clc1ccc(C2C=C(c3ccccc3)Nc3ncnn32)c(Cl)c1 (configuration not stated)	-5	u
NC(c1csc(Nc2ccc(C(=O)NCCCO)cn2)n1)c1ccccc1Cl (configuration not stated)	2	16%
CCc1nc2c(OCC(=O)N3CCOCC3)cccn2c1N(C)C(=O)COc1ccccc1	1	-28%
Cc1cc(C(C)(C)C)cc(C)c1CSC1=NCC(C)(C)CN1	5	u
Cc1cccc(-c2cc(C(=O)O)c3c(Br)cccc3n2)c1	-4	u
CCOc1ccc(OCC)c(NC(=O)c2nnn(CC(=O)Nc3c(C)cc(C)cc3C)c2N)c1	-1	5%
Cn1cnc2c1c(=O)n(CCCSc1nnc(-c3cccc(Cl)c3)o1)c(=O)n2C	-2	-1%
O=c1oc2ccc(Br)cc2cc1-c1nc(-c2cccs2)no1	2	u
CC(C)(C)Sc1ccsc1C(=O)O	-7	-28%
COc1cccc(NC(=O)CNc2ccccc2C(=O)NC2CC2)c1	3	11%
CC(C)c1cc(Cn2c3ccccc3c(=O)n2C(C)Cn2cc(-c3ccccc3)nn2)on1 (configuration not stated)	-6	7%
COCC(C)NS(=O)(=O)c1c(C)c(C)cc(C)c1C (configuration not stated)	11	-3%
CCOc1ccc(C(C)NC(=O)NCc2ccn[nH]2)cc1OC (configuration not stated)	-2	-24%
CC(CC(=O)Nc1ccc(F)c(F)c1)n1ccnc1 (configuration not stated)	4	-10%
CC(C#N)OC(=O)C12CC3CC(CC(O)(C3)C1)C2 (configuration not stated)	-2	u
CC(=O)Nc1ccc(NC(=O)NC(C)c2ccc(Cl)cc2)cc1 (configuration not stated)	2	-23%
O=C1NC[C@H](Cc2ccc(O)cc2)N(C[C@H]2CCCN2C[C@H](Cc2ccc(O)cc2)N2C[C@H](Cc3ccc(O)cc3)N(CCc3ccccc3)C(=O)C2=O)C1=O	-24	u
CCOC(=O)C1(C)CCN1C(=O)COc1ccc(C(C)(C)C)cc1 (configuration not stated)	-5	9%
Cc1ccc(S(=O)(=O)NCC(=O)O)cc1C	10	u
CC(NC(=O)CC1CCCO1)c1ccc(-c2ccccc2)cc1 (configuration not stated)	5	29%
CN(CCCOc1ccccc1)CCC(=O)N(CC#N)CC#N	2	4%
C(=C\c1ccccc1)/CN1CCN(C(c2cccs2)c2nnnn2-c2ccc3c(c2)OCCO3)CC1 (configuration not stated)	-2	u
C=CCN(C)Cc1cccc(OC)c1OC	5	7%
Cc1cc(-c2ccccc2)cc(-c2ccccc2)n1	3	-39%
Cc1ccc(S(=O)(=O)NCC(=O)O)cc1	4	u
CNS(=O)(=O)Cc1cccc(CNC(=O)c2cccc(F)c2)c1	-1	-10%
CCN(CC)C(=O)C(=O)N/N=C(\C)CCc1ccccc1	6	11%
CC(=O)c1cc(Cl)cc(Cl)c1OCC(=O)N1CCN(C(=O)c2ccco2)CC1	6	-21%
CC(=O)Nc1ccc(NC(=O)c2cc(-c3cc(F)ccc3OCC3CCCO3)n[nH]2)cc1 (configuration not stated)	-4	-6%
COc1ccccc1OCC(=O)N1CCN(S(=O)(=O)c2ccc3c(c2)OCCO3)CC1	3	1%
COc1ccc(C(C)(NC(C)=O)c2nc(-c3cccc(C#N)c3)cs2)cc1 (configuration not stated)	-9	u
CC(Oc1ccc(Cl)cc1Cl)C(=O)NCCc1cccs1 (configuration not stated)	7	u
COc1ccc(-c2nc(CS(=O)CC(=O)NCC(OC)OC)c(C)o2)cc1 (configuration not stated)	-20	-6%
CCCN(Cc1ccc(OCC)c(OCC)c1)C(=O)c1cc2ccccc2oc1=O	0	5%
CC1(C(=O)NS(=O)(=O)c2cccs2)CCN1C(=O)CC1CCCC1 (configuration not stated)	-9	u
CC1(C)CC(=O)C2=C(C1)Nc1nonc1NC2c1ccccc1F (configuration not stated)	6	2%
Cc1cc(=O)oc2c(C)c(OCc3nc(-c4ccc(Cl)cc4)no3)ccc12	-8	u
CCc1ccc(NC(=O)OCC(C)C)cc1	14	24%
CCC1c2ccsc2CCN1C(=O)/C=C/c1ccccc1 (configuration not stated)	-22	10%
COc1ccccc1CNc1nc2ccccc2nc1NS(=O)(=O)c1cc(C)ccc1C	-4	-1%
CCCNC(=O)c1cc(=O)[nH]c2ccc(S(=O)(=O)N(CC)CC)cc12	-7	48%[activator]

15 consecutive compounds already listed:
SMILES	LDHA block	12-LOX inh
CC(=O)C(=Cc1cccc(C#N)c1)C(=O)c1ccccc1	1	-29%
CCS(=O)(=O)N1CCC(NC(=O)c2cccc(NC(=O)c3cccs3)c2)CC1	2	5%
CC(C)S(=O)(=O)N1CCCC(c2cc(C(=O)NCc3cccnc3)no2)C1 (configuration not stated)	-3	-5%
Clc1ccc(C2C=C(c3ccccc3)Nc3ncnn32)c(Cl)c1 (configuration not stated)	-5	u
NC(c1csc(Nc2ccc(C(=O)NCCCO)cn2)n1)c1ccccc1Cl (configuration not stated)	2	16%
CCc1nc2c(OCC(=O)N3CCOCC3)cccn2c1N(C)C(=O)COc1ccccc1	1	-28%
Cc1cc(C(C)(C)C)cc(C)c1CSC1=NCC(C)(C)CN1	5	u
Cc1cccc(-c2cc(C(=O)O)c3c(Br)cccc3n2)c1	-4	u
CCOc1ccc(OCC)c(NC(=O)c2nnn(CC(=O)Nc3c(C)cc(C)cc3C)c2N)c1	-1	5%
Cn1cnc2c1c(=O)n(CCCSc1nnc(-c3cccc(Cl)c3)o1)c(=O)n2C	-2	-1%
O=c1oc2ccc(Br)cc2cc1-c1nc(-c2cccs2)no1	2	u
CC(C)(C)Sc1ccsc1C(=O)O	-7	-28%
COc1cccc(NC(=O)CNc2ccccc2C(=O)NC2CC2)c1	3	11%
CC(C)c1cc(Cn2c3ccccc3c(=O)n2C(C)Cn2cc(-c3ccccc3)nn2)on1 (configuration not stated)	-6	7%
COCC(C)NS(=O)(=O)c1c(C)c(C)cc(C)c1C (configuration not stated)	11	-3%

(continued)
SMILES	LDHA block	12-LOX inh
Cn1c(CC(=O)Nc2cccc(C(F)(F)F)c2)nnc1SCC(=O)c1ccc(C#N)cc1	-32*	17%
COc1ccc(N(C(=O)CNC(C)=O)C2(C(=O)Nc3c(C)cccc3C)CCCCC2)cc1	4	3%
CC(C)Cn1cnc2c1c(=O)n(CC(=O)NC(C)CCc1ccccc1)c(=O)n2Cc1ccccc1 (configuration not stated)	-8	-30%
COC(=O)[C@]12CCCCC=C1N(Cc1cccc3ccccc13)C(=O)[C@H](CC(=O)NCc1ccc(OC)c(OC)c1)C2	2	59%
Cc1nn(C)c2c(=O)n(CC(=O)NCc3ccccc3Cl)ccc12	9	-3%
CCOc1ccc(S(=O)(=O)N2CCN(C(=O)[C@H](C)NC(N)=O)CC2)cc1	9	43%[activator]
NC(Cc1ccc(Cl)cc1)c1csc(Nc2cc(NCCCO)ncn2)n1 (configuration not stated)	-2	u
CCCCCC1CCC(c2ccc(-c3ccc(CC)cn3)cc2F)CC1 (configuration not stated)	-1	-15%
CC1(Cc2ccc(OC(F)(F)F)cc2)C(=O)Nc2ccc(OC(F)(F)F)cc21 (configuration not stated)	2	-21%
Cc1ccc(S(C)(=O)=O)cc1C(=O)NC1CCCCCC1	2	11%
C/C(=N/NC(=O)c1ccccc1)c1ccc(C)cc1	4	-30%
CCCOC(=O)COc1ccc2c(=O)c(Oc3ccc(CC)cc3)coc2c1	-4	-17%
O=C1c2ccccc2C(c2nnnn2Cc2ccccc2)N1CCc1c[nH]c2ccccc12 (configuration not stated)	1	-10%
COc1ccc(-c2nnc(Cn3nc(C)c(S(=O)(=O)N4CCc5ccccc54)c3C)o2)cc1	2	42%[activator]
O=C(O)CCCc1c(-c2ccccn2)[nH]c2ccccc12	1	u
CCS(=O)(=O)c1nc(S(=O)(=O)c2ccc(C)cc2)c(NC(C)C)s1	11	12%
Cc1cccc(NC(=O)CN2CCN(C(=O)CCNS(=O)(=O)c3ccc(F)cc3)CC2)c1C	-9	5%
CCCNC(=O)C1(C)CCCN(Cc2cc3ccccc3o2)C1 (configuration not stated)	-3	6%
C=CCNC(=O)COc1ncnc2ccc(Br)cc12	4	4%
Cc1ccc(N2CCN(C(CCc3ccccc3)C(=O)Nc3c(C)cccc3C)CC2)cc1 (configuration not stated)	-9	-12%
O=C(NCc1ccncc1)[C@@H]1CCCN1C(=O)[C@H]1CCCN1C(=O)c1cccc2ccccc12	2	u
O=C(NCc1ccc(F)cc1)c1cc(C2CCCCN2C(=O)c2cccs2)on1 (configuration not stated)	-6	6%
Cc1ccc2oc(C(=O)Nc3nonc3-c3ccc4c(c3)CCCC4)cc(=O)c2c1	-1	-6%
Cc1nonc1CN1CCN(C(C(=O)O)c2c[nH]c3cc(F)ccc23)CC1 (configuration not stated)	1	-13%
N#C/C(=C/c1ccc(I)o1)c1nc2ccccc2[nH]1	12	u
COc1ccc(OC)c(C2C(C#N)=C(N)Oc3cc(O)ccc32)c1 (configuration not stated)	6	u
Cc1ccc(/C(O)=C2\C(=O)C(=O)N(CCCO)C2c2ccc(Br)cc2)cc1 (configuration not stated)	-1	u
COc1cccc(NC(=O)CN(C)CC(=O)Nc2ccc(C)cc2)c1	-2	u
COc1ccc(Cc2c(-c3ccc(Cl)cc3)nc3cc(C)c(Br)c(C)n23)c(C)c1	-3	u
CN(C(=O)CN1CCN(c2cc(-c3ccc(-c4ccccc4)cc3)ncn2)CC1)c1ccccc1	-5	45µM*
N#Cc1c(SCC(=O)NCc2ccccc2)nc2c(c1C(F)(F)F)CCCC2	-2	-18%
Cc1ccccc1C(=O)NC1CCCC(C)C1 (configuration not stated)	-3	8%
Cc1sc(NC(=O)c2cccc(C#N)c2)c(C#N)c1C	2	u
CCCS(=O)(=O)NC(=O)C1(C)CCN(C(=O)c2ccc(OC)cc2OC)C1 (configuration not stated)	-3	-16%
COc1ccccc1NC(=O)c1cc(=O)c2ccccc2o1	-10	7%
O=C(Nc1nnc([C@H]2C[C@H](O)[C@@H](CO)O2)s1)c1cccc(OC(F)(F)F)c1	2	-9%
CCOc1ccccc1NS(=O)(=O)c1ccc(-c2coc(C)n2)cc1	5	36%[activator]
CC(C)C[C@H]1CN(CCCC[C@H]2CNC(=O)C(=O)N2CC2CCCCC2)C(=O)C(=O)N1CC1CCCCC1	3	u
COc1ccc(-c2noc(-c3cc(C4CC4)[nH]n3)n2)cc1	-1	23%
O=C(CC(c1ccc(OCc2ccccc2)cc1)S(=O)(=O)c1ccccc1)c1ccc(F)cc1 (configuration not stated)	-22	16%
N#C/C(=C/c1cccn1-c1cccc(C(F)(F)F)c1)c1ccc([N+](=O)[O-])cc1	11	2%
COCCNC(=O)c1cc(-c2ccco2)nc2ccccc12	11	u
Cc1cc(C(=O)N(Cc2ccccn2)C2CC2)sc1C	-8	u
Cc1cccc(NC(=O)CN(C)C(=O)c2ccc3c(c2)nnn3C)c1	-11	6%
CCCCn1nnnc1C1(C)CCC(=O)N1CCCN1CCOCC1 (configuration not stated)	1	u
CCn1cnc2c1c(=O)n(CC(=O)Nc1ccccc1OC(F)F)c(=O)n2Cc1ccccc1	7	-9%
COc1ccc(C(=O)Nc2oc3c(C)cccc3c(=O)c2-c2ccccc2)cc1	-1	6%
NS(=O)(=O)c1ccc(NC(c2ccccc2)C2CC2)c([N+](=O)[O-])c1 (configuration not stated)	-3	u
